# D1 ag: agonists of human D1 dopamine receptor; P21728; HEK293 T-REx D1 cells, calcium flux, agonist mode; activation, % at 2 µM; 360,000 tested, 1% active; in the data active = activation above about 30%; also: 0% is about no effect
# Target sequence (P21728 whole entry, looked up): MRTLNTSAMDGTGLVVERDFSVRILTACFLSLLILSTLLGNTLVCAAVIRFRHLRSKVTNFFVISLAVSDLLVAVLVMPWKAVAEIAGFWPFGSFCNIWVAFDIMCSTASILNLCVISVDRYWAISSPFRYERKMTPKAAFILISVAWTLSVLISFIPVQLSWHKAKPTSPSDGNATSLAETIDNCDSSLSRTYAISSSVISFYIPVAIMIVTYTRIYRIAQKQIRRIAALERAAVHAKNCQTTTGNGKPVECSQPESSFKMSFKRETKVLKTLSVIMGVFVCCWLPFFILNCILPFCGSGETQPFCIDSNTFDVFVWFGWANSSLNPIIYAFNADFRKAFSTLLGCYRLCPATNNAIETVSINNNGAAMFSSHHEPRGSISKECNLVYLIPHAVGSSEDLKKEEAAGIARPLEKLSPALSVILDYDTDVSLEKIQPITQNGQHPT
#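 Inducible HEK293 T-REx D1 cells, force-coupled to calcium signalling, were plated at 4000 cells/well with tetracycline and held overnight at 30 C. After no-wash calcium dye loading, compound-evoked calcium rise over 180 s flagged agonists.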
# Vif-A3G inh: inhibitors of Vif-APOBEC3G interaction; Q9HC16; HeLa A3G-eYFP + Vif (tagged APOBEC3G with the HIV-1 protein that degrades it), YFP fluorescence, overnight; Potency, µM (highest dose often 46.1 µM), for inactives: top-dose activity, negative = active, most hits filed as inhibitors; 410,000 tested, 0.076% active;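 also: potency is read from the fitted curve at half-maximal effect; % is scaled to controls: 0 for no effect and ±100 for the full control effect; nearly all actives have a fitted effect of over 60% in size; hits raise eYFP signal because A3G escapes Vif-driven loss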
#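 Read-out is eYFP fluorescence (Ex 488/Em 500-530) from Vif-expressing HeLa A3G-eYFP cells; more signal means A3G escaped Vif-mediated degradation. Cells plated overnight, compound pinned in, incubated overnight at 37 deg C.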
# RXFP1 ag: agonists of human relaxin receptor RXFP1; Q9HBX9; HEK293T-RXFP1 cAMP TR-FRET, 30 min; response scale: percent of porcine relaxin response, buffer zero; Potency, µM (series often up to 57.5 µM), inactives show at the highest dose activation, usual class: activators; 370,000 tested, 0.3% active; also: potency is read from the fitted curve at half-maximal effect; % is scaled to controls: 0 for no effect and ±100 for the full control effect; nearly all actives have a fitted effect of over 60% in size; many of its hits are not listed in these tables
#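 HEK293 cells stably expressing RXFP1, treated 30 min at 37C with compounds plus PDE4 inhibitor Ro 20174; cAMP measured by HTRF TR-FRET. Normalized to buffer and 29 nM porcine relaxin; EC50 by Hill fit.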
# D1 antag: blocks dopamine activation of the human D1 receptor; HEK293 TREx D1 cells, calcium flux, dopamine EC80; active compounds read low; 360,000 tested, 3.2% active; AID 504652; activity change, negative = inhibition, % at 10 µM; P21728; in the data active = activity change below about -30%; also: % is scaled to controls: 0 for no effect and ±100 for the full control effect
#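 After overnight tetracycline induction at 30 C, force-coupled D1 HEK293 cells took up a no-wash calcium dye at room temperature. Compounds were added and monitored 180 s, and the response to EC80 dopamine was then recorded.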
# D1 PAM: human D1 dopamine receptor positive modulation; potentiation, % at 10 µM; 360,000 tested, 0.036% active; HEK293 TREx D1 cells, calcium flux, dopamine EC20 potentiation; in the data active = potentiation above about 30%; also: 0% is about no effect
# Vif-APOBEC3F blk: inhibitors of Vif-A3F interaction | HeLa A3F-eYFP + Vif (tagged APOBEC3F with the HIV-1 protein that degrades it), YFP fluorescence increase | Potency, µM (doses to about 46.1 µM), for the others: at the top dose activity, negative = active | 390,000 tested, 0.2% active; also: potency is read from the fitted curve at half-maximal effect; % of control where 0% means no effect; nearly all actives have a fitted effect of over 65% in size
#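 HeLa cells stably expressing A3F-eYFP plus Vif, plated and incubated overnight at 37 deg C, then exposed to compounds overnight at 37 deg C. Blocked degradation read as raised yellow fluorescence (Ex 488/Em 500-530).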
# D2 potentiator: D2 dopamine receptor (human) potentiation; P14416; HEK293 T-REx D2, calcium flux, EC20 dopamine potentiation; potentiation, % at 10 µM; 340,000 tested, 0.34% active; AID 485347;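 active = potentiation over 3 SD above the plate norm, cut at about 30% in these data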; also: 0% is about no effect
# Target sequence (P14416 whole entry, looked up): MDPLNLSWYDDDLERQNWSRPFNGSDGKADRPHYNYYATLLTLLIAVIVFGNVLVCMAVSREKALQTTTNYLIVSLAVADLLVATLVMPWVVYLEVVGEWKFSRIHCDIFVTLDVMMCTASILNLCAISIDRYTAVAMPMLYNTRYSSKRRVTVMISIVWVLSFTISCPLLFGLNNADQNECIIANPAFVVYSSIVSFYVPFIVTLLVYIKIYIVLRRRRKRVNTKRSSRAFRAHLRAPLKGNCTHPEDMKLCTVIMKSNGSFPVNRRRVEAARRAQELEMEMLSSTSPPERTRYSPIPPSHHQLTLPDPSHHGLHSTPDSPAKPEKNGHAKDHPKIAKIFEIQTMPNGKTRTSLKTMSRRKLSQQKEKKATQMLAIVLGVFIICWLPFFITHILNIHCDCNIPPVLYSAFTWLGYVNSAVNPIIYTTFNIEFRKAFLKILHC
#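 Primary screen. Calcium kinetics in induced HEK293 T-REx D2 cells: compound pre-addition 180 s, EC20 dopamine, 180 s more.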
# RXFP1 antag: RXFP1 (human) relaxin receptor antagonism. Q9HBX9. HEK293-RXFP1, relaxin-stimulated cAMP HTRF, 30 min; active compounds read low. activity change, negative = inhibition, % at 57.5 µM. 350,000 tested, 0.59% active. AID 1259400;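 active = activity change of -60% or lower, but not beyond a set lower limit; inconclusive = change between -60% and -40%, or beyond the set limit; inactive = change above -40%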; also: % is scaled to controls: 0 for no effect and ±100 for the full control effect
# Glioma ERSR ind: ER stress response induction in glioma; U87-MG GRP78 promoter luciferase reporter, 16 h; Potency, µM, for the others: at the highest dose activation, hits mostly activators; 420,000 tested, 0.02% active; AID 602332; also: potency is read from the fitted curve at half-maximal effect; series mostly up to about 76 µM; % of control where 0% means no effect; nearly all actives have a fitted effect of over 35% in size
#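 Stably transfected U87-MG human glioma cells carrying a GRP78-based luminescent sensor were seeded at 1000 cells/well, pin-dosed with compounds and incubated 16 h. Luciferase reagent was then added, and end-point luminescence was read after 10 min at room temperature.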
# Numbers without * were called inactive; ? = inconclusive; nt = not tested or not shown; & = joins results of further samples. Unless noted, calls follow the shape of the dose curve; as a rule, active = well fitted curve in the direction sought with a large enough effect; inconclusive = small, poorly fitted or top-dose-only effect, or another doubt; inactive = no such curve, though single readings can be large; an effect the other way counts as inactive or inconclusive. Some of the compounds tested; rates above refer to the full screens.
1: CCNC(=O)NC(=O)C(C)OC(=O)c1cccn1C (configuration not stated)
2: CCOC(=O)c1cnc2c(cnn2C)c1Cl
3: COc1ccc(-c2ccc(C(c3c(C)[nH][nH]c3=O)c3c(C)[nH][nH]c3=O)o2)c([N+](=O)[O-])c1
4: C=CCNC(=S)NNC(=O)c1ccc(Br)o1
5: CCCCCC(=O)N1CCCC(c2nc(-c3ccc(OC)cc3)no2)C1 (configuration not stated)
6: Cc1nn(CC(=O)Nc2cc(S(=O)(=O)N3CCOCC3)ccc2Cl)c(C)c1[N+](=O)[O-]
7: N#CC1=C(N)S[C@H](C(=O)C23CC4CC(CC(C4)C2)C3)[C@H]1c1ccncc1
8: Cc1ccccc1Nc1nnc(SCC(=O)c2c(N)n(C)c(=O)n(C)c2=O)s1

compound no.	1	2	3	4	5	6	7	8
Vif-APOBEC3F blk	-1%	-2%	-1%	0%	-16%	-11%	1%	-8%
Glioma ERSR ind	-4%	0%	?	2%	2%	-4%	-2%	-2%
Vif-A3G inh	-1%	-6%	-24%	1%	-1%	2%	-5%	0%
D2 potentiator	16	nt	1	2	4	-1	31*	-1
D1 antag	-19	8	0	5	-10	-26	23	-1
D1 ag	1	1	1	1	8	1	-3	3
D1 PAM	-5	0	1	2	-5	-9	-4	-3
RXFP1 ag	-1.5%	18%	-0.4%	0.4%	-4.8%	0.1%	29%	20%
RXFP1 antag	4	-2	1	12	-15	10	9	-4

9: Cc1onc(-c2ccccc2Cl)c1C(=O)NCCCc1ccccc1
10: CC(=O)c1cc(F)c(N2CCN(CCC#N)CC2)cc1C
11: COc1ccc(CCNC(=O)Cc2c(C)c3c(cc(C)c4c(C)coc43)oc2=O)cc1OC
12: CCc1ccc(Nc2oc(C)cc(=O)c2C(C)=O)cc1
13: COc1ccc(CC(=O)OCn2nnc3ccccc3c2=O)cc1OC
14: CSc1nc2sc3c(c2c(=O)n1Cc1ccccc1)CCC(C(C)(C)C)C3 (configuration not stated)
15: O=C(O)c1cccc(Nc2ccc([N+](=O)[O-])cn2)c1
16: O=C(CCS(=O)(=O)Cc1ccccc1)Nc1nc2c(s1)CCCC2

compound no.	9	10	11	12	13	14	15	16
Vif-APOBEC3F blk	-5%	8%	6%	-1%	12%	-7%	2%	-6%
Glioma ERSR ind	-3%	-1%	-2%	5%	-2%	-6%	-3%	-6%
Vif-A3G inh	0%	3%	0%	-1%	-5%	2%	0%	?
D2 potentiator	19	18	1	10	6	-14	nt	0
D1 antag	16	11	1	6	-13	-6	-35*	4
D1 ag	9	-2	0	2	0	0	-1	0
D1 PAM	-1	-7	0	-3	2	0	-6	-2
RXFP1 ag	0.3%	-0.1%	0.8%	-0.7%	0.8%	0.6%	0.3%	1.1%
RXFP1 antag	-5	11	5	-1	-3	4	-3	-4

17: CC(=O)Nc1ccc(S(=O)(=O)N2CCN(Cc3cccnc3)CC2)cc1
18: O=C(CSC(=S)N1CCOCC1)Nc1nc(-c2ccccc2)c(-c2ccccc2)o1
19: CCOC(=O)C1CCCN(C(=O)CCc2ccccc2)C1 (configuration not stated)
20: Cc1cccc(OCC(=O)N(Cc2ccc(C)o2)C2CCS(=O)(=O)C2)c1 (configuration not stated)
21: CC(C)c1ccc(NC(=O)C2CCN(C(=O)c3ccc(F)cc3)CC2)cc1
22: O=C(Nc1nc2ccccc2s1)c1ccc(F)cc1
23: Cc1cc(C)nc(-n2ncc3c2CC(c2ccc(F)cc2)CC3=O)n1 (configuration not stated)
24: NCCN1CCN(CCN)CC1

compound no.	17	18	19	20	21	22	23	24
Vif-APOBEC3F blk	-2%	-6%	-1%	1%	4%	-2%	0%	1%
Glioma ERSR ind	-4%	-2%	-5%	1%	-2%	-3%	-2%	-3%
Vif-A3G inh	0%	7%	1%	0%	1%	-6%	0%	1%
D2 potentiator	1	-2	-2	-15	-13	-6	-6	nt
D1 antag	0	19	-4	-20	2	5	9	8
D1 ag	0	2	4	3	9	-1	5	-2
D1 PAM	-4	3	-4	-2	-2	-4	0	3
RXFP1 ag	1.5%	1.6%	-1.4%	-1.0%	0.1%	3.2%	1.3%	-1.2%
RXFP1 antag	-21	-35	4	27	-23	-12	5	1

# Along the list, from the results shown.
# Compounds 8–18 in D1 PAM read -3, -1, -7, 0, -3, 2, 0, -6, -2, -4, 3
# Compounds 8–18 in D2 potentiator read -1, 19, 18, 1, 10, 6, -14, nt, 0, 1, -2

# Next records:
25: O=[N+]([O-])c1ccc2c(c1)C(N1CCOCC1)/C(=C/COc1ccc(Cl)cc1Cl)O2 (configuration not stated)
26: CCN(CC(=O)Nc1ccc2c(c1)OCCO2)C(=O)c1cc(Cl)nc2ccccc12
27: O=C(NCCc1cn2cccnc2n1)C1CCC(=O)N(Cc2ccccc2F)C1 (configuration not stated)
28: CCOC(=O)CNC(=O)N1CCC(CCOc2ccccc2)(C(=O)OCC)CC1
29: Cc1ccccc1N=Nc1ccc(O)c2ncccc12
30: COc1ccc(NS(=O)(=O)c2ccc3oc(=S)[nH]c3c2)cc1
31: CCCn1cc(S(=O)(=O)c2ccc(OC)cc2)c(=O)c2cc(OCC)ccc21
32: Cc1cc(S(=O)(=O)NCCC2=CCCCC2)ccc1Br

compound no.	25	26	27	28	29	30	31	32
Vif-APOBEC3F blk	-1%	-1%	-3%	9%	0%	5%	-1%	-23%
Glioma ERSR ind	-5%	-2%	-5%	-5%	-1%	-4%	-3%	-4%
Vif-A3G inh	2%	1%	5%	-1%	1%	-1%	-2%	-7%
D2 potentiator	-10	22	nt	9	4	4	5	12
D1 antag	-22	-3	nt	-2	13	-10	2	-10
D1 ag	2	1	nt	2	2	2	2	10
D1 PAM	2	1	nt	18	2	-2	2	1
RXFP1 ag	0.5%	-2.3%	nt	-1.2%	1.7%	1.1%	-0.5%	-1.4%
RXFP1 antag	-5	-8	2	-3	-1	8	2	-36

33: O=C(O)c1ccc(Nc2nc3ccc(Cl)cc3[nH]2)cc1
34: CCN(CC)S(=O)(=O)c1ccc(C(=O)NCc2cccs2)cc1
35: Cc1ccc(CN2CC(C(=O)NC3CCCC(C)C3C)CC2=O)cc1 (configuration not stated)
36: Cc1oc(-c2ccccc2Cl)nc1CN1CCCN(C(=O)c2ccco2)CC1
37: Cc1ccc(-c2nnn(CC(=O)NCCc3ccc4c(c3)OCO4)n2)cc1
38: CCOC(=O)C1CCCN(C(=O)CNC(=O)Cn2ccc3ccccc3c2=O)C1 (configuration not stated)
39: CN(C)S(=O)(=O)n1cc(/C=C(\NC(=O)c2ccccc2Cl)C(=O)NCCCn2ccnc2)c2ccccc21
40: CCCCCC(=O)N/N=C/c1ccccc1[N+](=O)[O-]

compound no.	33	34	35	36	37	38	39	40
Vif-APOBEC3F blk	1%	3%	1%	2%	-5%	0%	-4%&-5%	-1%
Glioma ERSR ind	2%	-3%	-7%	-4%	0%	-6%	?	-3%
Vif-A3G inh	1%	-1%	2%	0%	-1%	0%	0%&-16%	-6%
D2 potentiator	1	-13	-2	-17	-1	2	7&-3	-3
D1 antag	-7	-14	12	1	-9	2	-3&-10	-5
D1 ag	2	2	-1	1	0	3	3&1	1
D1 PAM	-7	11	nt	-1	-5	1	0&0	3
RXFP1 ag	-0.9%	0.6%	-0.1%	-1.5%	4.8%	0.2%	0.4%&1.4%	0.2%
RXFP1 antag	nt	-1	0	-5	-5	-4	-12	-6

41: CCOc1cc2nc(-c3ccc(OC)c(OC)c3)nc(N3CC(C)OC(C)C3)c2cc1OC (configuration not stated)
42: CC(C)NC(=O)c1cnc2sc(N3CCCCCC3)nn2c1=O
43: COc1ccnc(-n2cccc2C#N)c1C#N
44: O=C(c1ccc(Cl)cc1)N1CCOc2ccccc21

compound no.	41	42	43	44
Vif-APOBEC3F blk	nt	-1%	8%	-1%
Glioma ERSR ind	nt	-4%	-6%	4%
Vif-A3G inh	nt	-7%	-1%	-1%
D2 potentiator	8	9	3	5
D1 antag	4	-8	-22	-3
D1 ag	1	2	0	3
D1 PAM	3	-6	-4	-8
RXFP1 ag	3.2%	0.4%	1.2%	-0.5%
RXFP1 antag	nt	-26	-3	0

# Filtered by structure, the entries above containing a furan ring, fused or not (five)
3: COc1ccc(-c2ccc(C(c3c(C)[nH][nH]c3=O)c3c(C)[nH][nH]c3=O)o2)c([N+](=O)[O-])c1
4: C=CCNC(=S)NNC(=O)c1ccc(Br)o1
11: COc1ccc(CCNC(=O)Cc2c(C)c3c(cc(C)c4c(C)coc43)oc2=O)cc1OC
20: Cc1cccc(OCC(=O)N(Cc2ccc(C)o2)C2CCS(=O)(=O)C2)c1 (configuration not stated)
36: Cc1oc(-c2ccccc2Cl)nc1CN1CCCN(C(=O)c2ccco2)CC1

compound no.	3	4	11	20	36
Vif-APOBEC3F blk	-1%	0%	6%	1%	2%
Glioma ERSR ind	?	2%	-2%	1%	-4%
Vif-A3G inh	-24%	1%	0%	0%	0%
D2 potentiator	1	2	1	-15	-17
D1 antag	0	5	1	-20	1
D1 ag	1	1	0	3	1
D1 PAM	1	2	0	-2	-1
RXFP1 ag	-0.4%	0.4%	0.8%	-1.0%	-1.5%
RXFP1 antag	1	12	5	27	-5

# Screening results deposited in PubChem BioAssay by National Center for Advancing Translational Sciences (NCATS).
